ABHD4 inh – inhibitors of mouse ABHD4; purified mABHD4, FP-Rh probe fluorescence polarization; hit rate 0.54% among 370,000; AID 720543; inhibition, % at 8.92 µM; Q8VD66;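 active = inhibition exceeding the mean over every tested compound plus 3 SD, cut at about 30% in these data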;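 also: 0% = plate median of compound wells and 100% = S159A mutant with DMSO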
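Test system: mouse ABHD4 enzyme, wild type. Reagent: FP-Rh fluorescent activity-based probe, added after compound pre-incubation. Timing: pre-incubation 45 min, probe exposure 60 min, at 25 °C. Technique: FP readout, ex 525 nm / em 598 nm. Benchmarks: high control S159A mutant with DMSO, low control median of compound wells.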
SIAE primary – blocks human sialic acid acetylesterase; Q9HAT2; SIAE FP-Rh probe binding, fluorescence polarization; inhibition, % at 9.66 µM; hit rate 0.69% among 370,000;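 active = inhibition above a cutoff: mean of compounds within the control limits plus 3 SD of those, cut at about 17% in these data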;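 also: 0% = plate median of compound wells and 100% = probe without SIAE protein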
PG9 binder – small molecules binding HIV-1 gp120 antibody PG9. inhibition, % at 6.7 µM. hit rate 0.43% among 360,000. TR-FRET gp120-PG9 antibody binding; in the data active = inhibition above about 8.5%
HTRA1 inhibitor – HTRA1 (human) protease inhibition; Q92743; recombinant HTRA1, FP-rhodamine activity-based probe, fluorescence polarization; hit rate 0.5% among 340,000; inhibition, % at 5.96 µM; in the data active = inhibition above about 36%;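 also: 0% = enzyme with DMSO and 100% = wells lacking enzyme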
PRMT1 FP inh – blocks human protein arginine methyltransferase 1; recombinant PRMT1, activity-based probe fluorescence polarization; inhibition, % at 2.79 µM; hit rate 1.3% among 370,000; AID 652257;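 active = inhibition above about 21% made by adding two undisclosed values, limit read from the data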
Target sequence (Q99873 whole entry, looked up): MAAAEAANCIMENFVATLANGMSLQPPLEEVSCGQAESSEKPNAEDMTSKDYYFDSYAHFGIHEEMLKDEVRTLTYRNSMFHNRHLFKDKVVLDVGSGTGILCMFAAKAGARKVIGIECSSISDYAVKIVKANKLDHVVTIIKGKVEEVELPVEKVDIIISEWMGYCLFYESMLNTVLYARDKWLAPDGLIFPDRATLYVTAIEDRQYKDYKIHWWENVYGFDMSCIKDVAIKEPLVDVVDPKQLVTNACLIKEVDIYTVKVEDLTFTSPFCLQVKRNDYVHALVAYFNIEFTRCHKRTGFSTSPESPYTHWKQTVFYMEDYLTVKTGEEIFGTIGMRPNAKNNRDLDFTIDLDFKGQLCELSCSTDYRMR
TDP2 absorb – blocks human TDP2 phosphodiesterase activity; O95551; recombinant TDP2, T5PNP hydrolysis, p-nitrophenol absorbance 415 nm; inhibition, % at 12.8 µM; hit rate 0.34% among 370,000; AID 720702;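 active = inhibition above the mean of all tested compounds plus 3 SD, set per campaign, cut at about 25% in these data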;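 also: 0% = DMSO with enzyme and 100% = buffer with substrate but no TDP2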
Target sequence (O95551 whole entry, looked up): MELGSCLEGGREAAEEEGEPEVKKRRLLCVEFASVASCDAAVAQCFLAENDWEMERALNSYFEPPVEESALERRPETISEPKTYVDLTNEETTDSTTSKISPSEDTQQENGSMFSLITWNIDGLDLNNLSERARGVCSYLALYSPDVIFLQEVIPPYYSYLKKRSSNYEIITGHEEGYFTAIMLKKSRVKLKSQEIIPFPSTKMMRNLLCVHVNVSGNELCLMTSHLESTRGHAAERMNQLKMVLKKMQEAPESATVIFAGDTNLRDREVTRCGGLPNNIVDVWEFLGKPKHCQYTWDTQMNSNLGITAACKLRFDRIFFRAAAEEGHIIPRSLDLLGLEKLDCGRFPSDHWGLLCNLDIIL
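test system = human TDP2 enzyme | input = TDP2 enzyme at 120 nM final | medium = 50 mM Tris-HCl pH 7.5 with Mg2+, KCl, DTT, BSA | also added = T5PNP substrate, 5 mM | times = 2 h at 37 °C | technique = epi absorbance | benchmarks = high control without enzyme, low control DMSO plus TDP2 | replication = each compound tested once, singlicate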
TCR CD3 inh – blocks the human TCR-CD3 interaction. TAMRA-labeled TCR probe fluorescence, biochemical. inhibition, % at 9.4 µM. hit rate 0.37% among 360,000; in the data active = inhibition above about 19%;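 also: recombinant mutant TCR 2C K166C tagged with TAMRA read by polarization; 0% = receptor in buffer alone and 100% = receptor with positive control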
LEDGF integ inh – blocks HIV-1 LEDGF/p75-dependent DNA integration; TR-FRET IN-LEDGF/p75 DNA integration, Eu/Cy5; inhibition, % at 3.7 µM; hit rate 0.64% among 370,000; AID 743269;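 active = inhibition above the screen-wide mean plus 3 SD, cut at about 13% in these data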;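 also: signal is the Cy5 over europium emission ratio at 671 and 618 nm; 0% = plate median of compound wells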
Tn7 DDE FP – DD(E)-Tn7 binding inhibition, primary FP screen. P02675. FP displacement of FITC-Tn7 peptide from fibrin DD(E); 0% = median of compound wells per plate. inhibition, % at 8.3 µM. hit rate 0.13% among 370,000;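 active = inhibition above the mean of compounds falling within the control limits plus 3 SD of them, cut at about 14% in these data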;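 also: 0% = plate median of compound wells and 100% = 10 µM Aha-Tn7 peptide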
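Assay system: Human fibrin DD(E) protein | Medium: Tris buffer with calcium and detergent, pH 7.8 | Reagent: 0.1 µM fluorescent Tn7 | Compound dosing: Single point at 8.3 µM | Times: 10 min preincubation, 3 h with tracer, room temperature | Detection: Fluorescence polarization of the labelled Tn7 tracer | Controls: Aha-Tn7 high control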
UHRF1 binding – human UHRF1 methylated DNA binding inhibitors; UHRF1 binding to methylated oligo, TR-FRET; inhibition, % at 4.4 µM; Q96T88; hit rate 0.75% among 370,000; in the data active = inhibition above about 21%;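 also: UHRF1 SRA domain binding a hemimethylated CpG hairpin DNA probe; 0% = median of test compound wells and 100% = reference inhibitor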
* hit, by the source's call; . = not tested or not shown.

SMILES | ABHD4 inh | SIAE primary | PG9 binder | HTRA1 inhibitor | PRMT1 FP inh | TDP2 absorb | TCR CD3 inh | LEDGF integ inh | Tn7 DDE FP | UHRF1 binding
COc1ccc(C(=O)NNC(=O)C2CCCO2)cc1 (stereo not given) | 0 | -6 | -0.4 | 2 | -2 | -7 | 11 | 0 | 1 | 0
COc1ccc(CC(=O)NNC(=O)c2cc(C)[nH]n2)cc1 | 5 | -4 | 0.7 | -4 | -2 | -11 | -7 | 1 | -2 | 7
C[C@H](CO)N1C[C@H](C)[C@@H](CN(C)Cc2ccc(C(=O)O)cc2)Oc2ccc(NS(C)(=O)=O)cc2C1=O | 10 | -5 | 1.6 | -2 | 3 | 2 | 5 | 0 | -3 | -2
COc1ccccc1CNC(=O)C1CCN(S(=O)(=O)c2ccc3c(c2)NC(=O)CO3)CC1 | 7 | -1 | -0.6 | -2 | 1 | -3 | -6 | -2 | 1 | 5
CCOC(=O)c1cnn(CCOC(=O)c2ccc(F)cc2)c1NC(=O)c1ccc(F)cc1 | -3 | 3 | -0.3 | -3 | 1 | 9 | 5 | 0 | -2 | -4
O=C(NCC1CCCO1)c1ccc(COc2ccccc2)o1 (stereo not given) | 2 | 2 | 1.9 | -6 | 3 | 23 | 8 | -2 | -3 | -1
CN(C(=O)COC(=O)CSc1ccc(C(N)=O)cc1[N+](=O)[O-])C1CCS(=O)(=O)C1 (stereo not given) | -1 | 5 | -2.1 | -1 | 3 | 12 | 4 | 0 | -1 | 1
O=C(CC1Sc2ccccc2NC1=O)c1ccc(Br)cc1 (stereo not given) | 0 | -5 | -2.2 | -6 | 1 | -5 | -2 | -2 | -10 | 0
O=C(NC(Cc1ccc(F)cc1)C(=O)O)c1ccccc1 (stereo not given) | 0 | -1 | -2.6 | 2 | -2 | -12 | 6 | -6 | 1 | -1
Cn1cc(C(=O)NC2CCCCC2)c(=O)c2cc(S(=O)(=O)N3CCCC3)ccc21 | 2 | -6 | 2.1 | -1 | 4 | -7 | -3 | -2 | 7 | 3
CC1(C(=O)NCCC(F)(F)F)Cc2c(-c3cccc(C(F)(F)F)c3)ccnc2O1 (stereo not given) | 0 | 16 | 1.1 | . | 0 | 5 | 0 | -3 | 5 | -2
COc1cccc(CC(=O)OC(C)C(=O)NCc2ccc3c(c2)OCO3)c1 (stereo not given) | 3 | 2 | -1.2 | 6 | -2 | 15 | 1 | 0 | 8 | -1
O=C(N/N=C/c1ccc(F)cc1)c1cccc(NC(=O)c2ccccc2Cl)c1 | -27 | -32 | -1.9 | -34 | 5 | 2 | -1 | -3 | 0 | 0
Brc1ccccc1-n1nnc(-c2cnc3ccccc3c2)n1 | -10 | 0 | -2.6 | -32 | 2 | -5 | 2 | 1 | -2 | 0
CCN(CC)S(=O)(=O)c1ccc(NC(=O)C2c3ccccc3Oc3ccccc32)cc1 | -39 | -99 | -1.7 | -77 | -1 | 6 | 45* | -1 | -4 | -1
COc1ccc(OC)c(NC(=O)CSC2=C(C#N)C(c3ccco3)C3=C(CCCC3=O)N2)c1 (stereo not given) | 3 | 1 | -1.2 | 3 | 2 | -7 | 12 | 2 | -3 | -2
Cn1ncc(Br)c1C(=O)N1CCN(C(=O)c2ccco2)CC1 | -2 | -1 | -0.4 | -4 | 0 | 7 | 3 | 1 | 7 | 3
O=C(c1cc(=O)[nH]c2ccccc12)N1CCN(S(=O)(=O)c2ccc(Cl)cc2)CC1 | -2 | -3 | -1.2 | 15 | 3 | -8 | 4 | 0 | -3 | 5
Cc1nc(NC(=O)CN2CCOCC2)sc1C(=O)N(C)C | -4 | -4 | 0.3 | 1 | 1 | -6 | -4 | -5 | 10 | 4
CCn1c(SCc2nc3ccccc3[nH]2)nnc1-c1ccc(OC)cc1 | 0 | 2 | -3.7 | 2 | -1 | 8 | -4 | 0 | -5 | 0
CCc1ccc(CNc2ccc3c(c2)ncn3CC)cc1 | 10 | 4 | -1.7 | 5 | 3 | -14 | 4 | 1 | 7 | 1
CC(C)(C)NC(=O)CN(C(=O)C(=O)Nc1ccc2c(c1)OCCO2)C(C)(C)C | -1 | -4 | -1.0 | 0 | 0 | 4 | 1 | -3 | 5 | -2
CCOC(=O)C1C(C)=CC(=O)CC1c1ccco1 (stereo not given) | 6 | -2 | -0.6 | 6 | 0 | -3 | 5 | 0 | 2 | 0
O=C(OCC#CCSc1nnc(-c2cccc3ccccc23)o1)c1ccc(C(F)(F)F)cc1 | -3 | -4 | . | . | 0 | 4 | . | 2 | -3 | 2
Fc1ccc(COc2ccc(-c3nnco3)cc2)c(Cl)c1 | -9 | 0 | -1.4 | -12 | 0 | -5 | -1 | 0 | 4 | -4
O=C(Nc1ccc(S(=O)(=O)N2CCOCC2)cc1)c1cccs1 | -2 | -3 | -1.5 | -4 | -1 | 10 | 6 | -2 | -8 | 9
CCOC(=O)c1cc(C#N)c(N2CCN(C)CC2)nc1-c1ccccc1 | -6 | 6 | 0.0 | 2 | -2 | 2 | 5 | 4 | -3 | 1
CCOc1ccccc1NC(=O)Cn1nnc(C(=O)NCCc2ccc(OC)c(OC)c2)c1N | -4 | -1 | 0.5 | 1 | -4 | 12 | -1 | 3 | 6 | -6
COc1cccc(NC(=O)CN(C)C(=O)c2cn(-c3ccccc3)nc2-c2cccs2)c1 | -12 | -11 | 1.4 | -54 | -6 | -9 | 5 | 0 | -4 | 4
C[C@H](NC(=O)NCCc1ccccc1)C(=O)O | 2 | 6 | 0.3 | -2 | 0 | -10 | -2 | -2 | -1 | 1

Complete entries as entered above. Order of values: ABHD4 inh, SIAE primary, PG9 binder, HTRA1 inhibitor, PRMT1 FP inh, TDP2 absorb, TCR CD3 inh, LEDGF integ inh, Tn7 DDE FP, UHRF1 binding
Shown for O=C(Nc1ccc(S(=O)(=O)N2CCOCC2)cc1)c1cccs1 : -2, -3, -1.5, -4, -1, 10, 6, -2, -8, 9
Shown for CCOC(=O)c1cc(C#N)c(N2CCN(C)CC2)nc1-c1ccccc1 : -6, 6, 0.0, 2, -2, 2, 5, 4, -3, 1
Shown for CCOC(=O)C1C(C)=CC(=O)CC1c1ccco1 (stereo not given) : 6, -2, -0.6, 6, 0, -3, 5, 0, 2, 0
Shown for C[C@H](NC(=O)NCCc1ccccc1)C(=O)O : 2, 6, 0.3, -2, 0, -10, -2, -2, -1, 1

Returning to the listing with the 3 entries that preceded the break.
SMILES | ABHD4 inh | SIAE primary | PG9 binder | HTRA1 inhibitor | PRMT1 FP inh | TDP2 absorb | TCR CD3 inh | LEDGF integ inh | Tn7 DDE FP | UHRF1 binding
CCOc1ccccc1NC(=O)Cn1nnc(C(=O)NCCc2ccc(OC)c(OC)c2)c1N | -4 | -1 | 0.5 | 1 | -4 | 12 | -1 | 3 | 6 | -6
COc1cccc(NC(=O)CN(C)C(=O)c2cn(-c3ccccc3)nc2-c2cccs2)c1 | -12 | -11 | 1.4 | -54 | -6 | -9 | 5 | 0 | -4 | 4
C[C@H](NC(=O)NCCc1ccccc1)C(=O)O | 2 | 6 | 0.3 | -2 | 0 | -10 | -2 | -2 | -1 | 1
O=[N+]([O-])c1cc(C(F)(F)F)ccc1NCCCN1CCOCC1 | 0 | 6 | -1.1 | 3 | -2 | -16 | 9 | -4 | -2 | -4
O=C(/C=C/Nc1ccc(F)cc1F)c1ccco1 | 1 | 6 | -0.9 | 2 | 0 | 8 | -1 | 1 | -2 | 0
COCCOC(=O)C1=C(C)NC2=C(C(=O)CCC2)C1c1cc2c(cc1Br)OCO2 (stereo not given) | 8 | 0 | 2.4 | 7 | 5 | -9 | 3 | -3 | -5 | 4
CN(C)c1ccc(/C=C/C=N/Nc2nc(N3CCOCC3)nc(N3CCOCC3)n2)cc1 | 1 | -2 | -12 | 0 | 5 | -6 | -6 | 2 | -1 | -1
O=C1NC[C@H](CCCCN2C[C@H](Cc3ccccc3)N(CCc3ccc(O)cc3)C(=O)C2=O)N(CCC2CCCCC2)C1=O | 14 | 3 | -0.1 | . | 0 | -2 | 3 | 2 | 2 | 0
COc1ccccc1NC(=O)CSc1nnc(Cc2ccccc2)o1 | -11 | -2 | -0.1 | 2 | 13 | -16 | -3 | -1 | -3 | 4
O=C(O)/C=C/C(=O)N1CCN(c2ccccc2F)CC1 | 2 | -5 | -0.8 | -2 | 4 | -1 | -5 | -4 | -5 | 0
Cc1ccc(Cl)cc1N1CCN(C(=O)Cc2c(C(=O)O)[nH]c3ccccc23)CC1 | 8 | 5 | 0.3 | -7 | -2 | -2 | 3 | 2 | 4 | 0
CCOC(=O)C1CCN(Cc2ccccc2C(F)(F)F)CC1 | 4 | -2 | 2.2 | 4 | 0 | 9 | 5 | 2 | 11 | 2
COc1ccc(C(C(=O)NCC2CCCO2)N(Cc2ccccc2)C(=O)c2snc(C(N)=O)c2N)cc1OC (stereo not given) | -2 | 2 | -0.5 | 6 | -3 | -12 | -5 | -1 | -3 | 2
CC1(C)CC(=O)C2=C(C1)NC1=C(C(=O)c3ccccc31)C2c1ccc(O)cc1 (stereo not given) | 23 | 12 | -12 | 16 | 7 | 4 | 7 | 0 | 5 | -11
COc1ccccc1NC(=S)NNC(=O)c1ccncc1 | 4 | 3 | -4.3 | 4 | -2 | 5 | 6 | -2 | -5 | 23*
O=C1CSC(c2ccc(Cl)cc2)N1Nc1nc(N2CCOCC2)nc(N2CCOCC2)n1 (stereo not given) | 3 | 2 | -1.2 | -7 | 0 | -4 | 7 | 2 | 0 | 0
COc1cccc(CNS(=O)(=O)c2c(C)nc3sccn3c2=O)c1 | 65* | 0 | -0.2 | 4 | 4 | 7 | 5 | -1 | 3 | -3
CC(CNc1ccc([N+](=O)[O-])cc1)NC(=O)c1ccccc1Br (stereo not given) | -3 | -5 | -0.6 | -8 | 0 | -4 | 4 | 3 | -1 | -4
CC(=O)c1ccc(S(=O)(=O)NCC2CCN(C(=O)C(=O)c3cccs3)CC2)cc1 | -4 | 3 | 0.6 | . | 0 | -3 | -11 | -1 | 3 | 0
CC(C)c1cc(C(C)C)c(S(=O)(=O)NCC(=O)N2CCN(c3ncccn3)CC2)c(C(C)C)c1 | 2 | 9 | . | . | -9 | -10 | . | 0 | -8 | 0
CC(=O)c1ccc(NC(=O)c2cc(C)nc3ccccc23)cc1 | -2 | -5 | -0.8 | -15 | -1 | 17 | 8 | -2 | -1 | -3
